MEX-5 binding = C. elegans MEX-5 TCR-2 RNA binding activity; MEX-5/FITC-TCR2 RNA binding, fluorescence polarization; active compounds read low; activity score (negative = inhibition of binding), % at 10 µM; actives 0.38% (n = 300,000);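 active means inhibition past about -25% in most replicates, and total fluorescence under double the plate's negative control median, limit read from the data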;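 further: 0% = DMSO and -100% = 5 µM competing unlabeled TCR2 RNA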
PME-1 primary = PME-1 (human) inhibition. Q9Y570. recombinant PME-1, FP-Rh probe fluorescence polarization. inhibition, % at 5.9 µM. actives 0.53% (n = 320,000). AID 2130;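 active means inhibition above the campaign mean of all compounds plus 3 SD, cut at about 26% in these data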;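 further: competitive labeling of PME-1 active site by serine hydrolase directed probe; 0% = PME-1 with DMSO and 100% = wells lacking PME-1 enzyme; inhibitors block probe labeling so polarization falls and inhibition rises; many of its hits are not listed in these tables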
pPAFAH FP inh = pPAFAH (human) enzyme inhibition | Q13093 | recombinant pPAFAH, FP-rhodamine probe fluorescence polarization | inhibition, % at 3.39 µM | actives 1.5% (n = 330,000) | AID 463082;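 active means inhibition above the mean inhibition across the screen plus 3 SD, cut at about 25% in these data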;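 further: inhibitors block binding of the rhodamine activity-based probe so polarization drops; 0% = enzyme with DMSO and 100% = wells lacking pPAFAH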
Fam108B inh = blocks mouse Fam108B hydrolase in RBBP9 counter-screen; actives 0.33% (n = 300,000); inhibition, % at 9.51 µM; recombinant Fam108B, FP-Rh probe fluorescence polarization; AID 1947;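 active means inhibition above the screen mean inhibition plus 3 SD, computed separately per campaign, cut at about 18% in these data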;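 further: inhibitors lower polarization as less probe binds the enzyme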
PAFAH1B2 FP inh = PAFAH1B2 (human) inhibition; P68402; recombinant PAFAH1B2, FP-rhodamine activity probe, fluorescence polarization; inhibition, % at 3.39 µM; actives 1.2% (n = 340,000); AID 492953;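 active means inhibition above the mean of all tested compounds plus 3 SD, cut at about 24% in these data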;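 further: 0% = enzyme with DMSO and 100% = wells lacking PAFAH1B2; many of its hits are not listed in these tables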
AHR activator = activates the human aryl hydrocarbon receptor. activation, % at 5 µM. AHR-responsive luciferase reporter cells, luminescence. P35869. actives 2.5% (n = 320,000); in the data active means activation above about 47%;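 further: 0% = vehicle wells and 100% = reference agonist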
Target sequence (P35869 whole entry, looked up): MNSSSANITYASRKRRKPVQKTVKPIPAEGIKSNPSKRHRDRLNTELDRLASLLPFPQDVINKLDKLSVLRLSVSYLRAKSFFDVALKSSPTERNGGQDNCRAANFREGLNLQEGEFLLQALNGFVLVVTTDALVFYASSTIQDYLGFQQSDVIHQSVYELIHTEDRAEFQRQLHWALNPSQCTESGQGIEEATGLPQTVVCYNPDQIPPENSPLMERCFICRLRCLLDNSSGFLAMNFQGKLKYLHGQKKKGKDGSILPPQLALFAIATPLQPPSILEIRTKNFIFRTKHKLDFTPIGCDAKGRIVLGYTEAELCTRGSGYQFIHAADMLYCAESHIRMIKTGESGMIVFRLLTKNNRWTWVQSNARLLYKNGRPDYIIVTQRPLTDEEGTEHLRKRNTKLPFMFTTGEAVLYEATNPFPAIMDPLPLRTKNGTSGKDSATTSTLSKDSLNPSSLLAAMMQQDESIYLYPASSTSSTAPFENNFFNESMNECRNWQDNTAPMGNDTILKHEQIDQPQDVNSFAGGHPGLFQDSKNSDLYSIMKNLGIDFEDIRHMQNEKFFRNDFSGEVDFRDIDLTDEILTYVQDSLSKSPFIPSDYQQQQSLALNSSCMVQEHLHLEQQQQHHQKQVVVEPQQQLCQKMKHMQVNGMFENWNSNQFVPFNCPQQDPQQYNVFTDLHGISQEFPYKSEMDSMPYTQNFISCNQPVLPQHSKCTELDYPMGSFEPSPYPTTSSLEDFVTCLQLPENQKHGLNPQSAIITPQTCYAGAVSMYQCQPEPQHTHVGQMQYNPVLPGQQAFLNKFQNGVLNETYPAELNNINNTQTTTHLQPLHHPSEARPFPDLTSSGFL
Bcl-xL primary = inhibitors of human Bcl-xL | GST-Bcl-xL / FITC-Bim BH3 peptide fluorescence polarization | inhibition, % at 10.9 µM | actives 0.7% (n = 320,000);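 active means inhibition above the mean of all tested compounds plus 3 SD, cutoff set per campaign, cut at about 30% in these data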;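 further: 0% = DMSO wells and 100% = unlabeled Bim-BH3 peptide competitor; inhibitors lower millipolarization by displacing the labeled peptide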
Target sequence (Q07817 whole entry, looked up): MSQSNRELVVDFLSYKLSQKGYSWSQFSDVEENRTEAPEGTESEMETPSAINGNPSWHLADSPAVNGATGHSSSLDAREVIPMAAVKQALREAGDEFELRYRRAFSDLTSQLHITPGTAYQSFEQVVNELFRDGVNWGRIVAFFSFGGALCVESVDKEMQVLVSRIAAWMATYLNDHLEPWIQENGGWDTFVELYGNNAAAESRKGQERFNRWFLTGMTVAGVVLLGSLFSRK
MCL1-BIM inh = inhibitors of human MCL1 binding to BIM-BH3 peptide | actives 0.68% (n = 320,000) | inhibition, % at 10.9 µM | GST-MCL1 / FITC-Bim-BH3 fluorescence polarization | Q07820;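 active means inhibition above the mean inhibition of all tested compounds plus 3 SD, set per campaign, cut at about 40% in these data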;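 further: 0% = DMSO wells and 100% = unlabeled Bim-BH3 peptide control; higher means more loss of mP so more displacement of Bim peptide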
GLD-1 RNA inh = GLD-1-TGE RNA interaction inhibition (C. elegans) | inhibition, % at 5.96 µM | Q17339 | AID 2280 | actives 0.44% (n = 320,000) | purified GLD-1 + fluorescein TGE RNA, fluorescence polarization;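 active means percent inhibition above a per-plate cutoff, the plate mean of test compounds plus 3 SD, cut at about 30% in these data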;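 further: 0% = DMSO wells with GLD-1 and probe and 100% = wells lacking GLD-1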
An asterisk follows results filed as active; . = not tested or not shown. The list is partial; rates above refer to the full screens.

Fields: MEX-5 binding	PME-1 primary	pPAFAH FP inh	Fam108B inh	PAFAH1B2 FP inh	AHR activator	Bcl-xL primary	MCL1-BIM inh	GLD-1 RNA inh
Cc1cc2nc(-c3ccc4c(c3)CCC4)ccn2n1
→ 0.3	7	-1	1	-3	0	-5	0	3
Cc1nc(S(=O)(=O)Cc2ccc(Cl)cc2)nc2c1CCC2
→ 1.3	-7	1	1	-1	-7	7	1	-1
COc1ccc(O[C@@H]2O[C@H](COC(C)=O)[C@@H](OC(C)=O)[C@H](OC(C)=O)[C@H]2NC(C)=O)cc1
→ 1.9	0	-1	4	0	3	3	6	2
Cc1ccc(-n2cccc2C(=O)NS(=O)(=O)c2ccc(C)cc2)cc1
→ 0.9	10	1	-1	28*	0	8	5	3
CC(C)NC(=O)N(C)C[C@H]1Oc2c(NC(=O)Nc3ccc4c(c3)OCO4)cccc2C(=O)N([C@H](C)CO)C[C@@H]1C
→ .	.	2	.	9	2	.	.	5
Cc1c(NC(=O)C(C)NCC2CCCO2)c(=O)n(-c2ccccc2)n1C (stereo not given)
→ -3.3	-3	4	2	2	2	1	-1	1
NC(=O)CC(NC(=O)c1ccccc1)C(=O)O (stereo not given)
→ -1.2	-7	3	-2	5	0	-1	-4	7
COc1ccc(CNC(=O)CSc2nnc(C)s2)cc1
→ -2.1	-6	0	6	5	0	-1	-4	2
COc1cc(C(=O)N2CCC(NC(=O)C(Cc3ccccc3C)NC(C)=O)CC2)cc(OC)c1OC (stereo not given)
→ 2.4	-11	-9	-6	6	2	7	3	-4
CCC1CCCCN1CCCNC(=O)c1ccc(N2CCOCC2)c(NS(=O)(=O)c2ccc(OC)cc2)c1 (stereo not given)
→ -0.3	-6	0	4	6	-2	2	7	1
O=C(CCNc1cccc(F)c1)c1cccc([N+](=O)[O-])c1
→ 0.5	-3	6	-3	-2	-1	6	7	-4
S=C(NCc1ccc2[nH]c3c(c2c1)CCCC3)Nc1ccccc1
→ -0.5	9	8	21*	2	112*	4	4	-1
CCOC(=O)CNC(=O)CSc1nc2cccnc2n1C1CCCCC1
→ 0.4	4	-1	4	5	3	-2	1	1
NC(=O)Cn1cnc(-c2ccccc2)c1
→ 0.2	0	4	2	6	3	-3	-6	-5
COc1ccc(-c2noc3c2-c2nc(-c4ccccc4)sc2CC3)cc1
→ -1.9	-4	1	-1	-3	25	-2	-1	2
Cc1cc(C)cc(N(C(C)C(=O)NCCC2=CCCCC2)S(C)(=O)=O)c1 (stereo not given)
→ 0.4	-2	6	2	4	-5	-1	3	5
CCOc1ncccc1C(=O)OCC(=O)NCCc1ccc(S(N)(=O)=O)cc1
→ .	6	4	.	2	1	0	-1	0
CCN(CC)S(=O)(=O)c1ccc(C(=O)NCc2n[nH]c(=S)n2-c2ccccc2OC)cc1
→ 0.8	-4	4	5	0	-1	-8	-14	4
Cc1ccc(CCN2CC(C(=O)O)CC2=O)cc1 (stereo not given)
→ 0.1	3	6	1	4	-1	5	-1	5
Clc1ccc(Cn2ncc3c(N4CCOCC4)ncnc32)cc1
→ 0.7	2	6	-1	5	5	4	9	8
CCN(CC(=O)NCc1cccs1)C(=O)c1cccc(S(=O)(=O)NCc2ccccc2)c1
→ 0.6	5	-1	3	13	1	4	1	11
COc1ccc(/C=C2\SC(=O)N(CCNC(=O)CCS(=O)(=O)c3ccc(C)cc3)C2=O)cc1
→ 0.7	9	1	-4	4	7	-2	-16	-5
Cc1cc2c(=O)n(C)c(SCC(=O)Nc3ccccc3C)nc2s1
→ 0.8	-8	-3	-1	7	2	8	7	0
Fc1ccccc1CSc1nc2ncccc2[nH]1
→ 1.7	0	6	2	-2	12	3	9	7
CC(Oc1cc2oc(=O)c3c(c2cc1Cl)CCC3)C(=O)NC1CC(C)(C)NC(C)(C)C1 (stereo not given)
→ 0.8	-6	2	5	0	2	9	-1	7
COc1ccc(NC(=O)N/C=C/c2ccc(Cl)cc2)cc1
→ 1.0	-5	2	2	4	-4	-2	-6	-3
CC1(NC(=S)NCCO)CCS(=O)(=O)C1 (stereo not given)
→ 2.4	0	4	-1	4	-1	1	2	3
Cc1ccccc1C(=O)N[C@H](C(=O)OCC(=O)NC1CC1)C(C)C
→ .	.	2	.	6	-2	.	.	6
COc1ccc(C)cc1-n1nnnc1SC/C(O)=C(\C#N)c1nc2ccccc2[nH]1
→ 0.2	-4	5	-1	6	30	3	-1	-8
Cc1ccc(NC(=O)CCS(=O)(=O)c2cccc3nonc23)c(Cl)c1
→ 0.6	7	3	-4	-1	0	-1	4	-1
COc1cc(/C=N\Nc2cc(=O)n(C)c(=O)n2C)ccc1O
→ 0.7	5	4	4	-2	11	6	12	39*
O=C(NC(=S)N1CCc2ccccc21)c1ccc(Br)o1
→ -0.3	0	1	-1	1	10	4	5	6
CCCc1nnc(SCC(=O)N(CC)CC)n1CC1CCCO1 (stereo not given)
→ 1.0	-1	5	2	1	3	4	2	8
O=S(=O)(c1ccc(Br)s1)N1CCN(c2ccc(F)cc2)CC1
→ -1.2	4	4	2	15	2	1	-2	-3
CN(c1ccc(OCC(=O)OCC(=O)c2c(N)n(C)c(=O)n(C)c2=O)cc1)S(=O)(=O)c1ccc2ccccc2c1
→ 2.7	-28	-8	-17	-7	-3	-8	-6	4
O=C(CNC(=O)c1ccco1)OCC(=O)c1ccc(Cl)cc1Cl
→ 0.9	0	-1	-10	1	0	2	-3	2
CCOc1ccc(S(=O)(=O)NCCC(=O)N2CCN(c3ncccn3)CC2)cc1
→ .	1	1	.	2	1	6	3	1
O=[N+]([O-])c1ccc(N2CCCCC2)cc1N1CCOCC1
→ -0.4	3	3	1	3	3	2	-4	2
O=C1CCN(Cc2ccccc2)C=C1c1ccc(Cl)cc1
→ .	.	5	.	7	26	.	.	3
CC(C)C(=O)N1CCC2(CC1)Oc1ccc(Cl)cc1C(=O)C21CC(c2ccccc2)=NO1 (stereo not given)
→ 0.0	2	-6	-1	1	-4	7	12	0
Fc1ccccc1Cn1cc(C(=S)N2CCOCC2)c2ccccc21
→ 1.3	0	10	3	5	1	5	6	0
O=C(Cn1ccc2ccccc2c1=O)NCCC(=O)Nc1cccc(Cl)c1
→ -1.3	0	8	1	3	1	-1	5	-5
COc1ccc(/C=C/c2nc3sc4c(c3c(=O)o2)CCC4)cc1
→ -30*	3	1	1	6	0	1	4	-1
COC(=O)c1cccc(Nc2ccc([N+](=O)[O-])cn2)c1
→ -4.3	2	3	5	-2	2	6	5	10
Cc1cccc(N2CCN(C(=O)CCCOc3ccccc3)CC2)c1C
→ -3.2	4	10	1	6	10	2	5	2
Cc1onc(-c2ccccc2)c1C(=O)N/N=C/c1c(F)cccc1Cl
→ 1.4	-1	-1	-5	-1	0	3	12	3
CC(=O)c1cc(C)ccc1OC(=O)c1ccco1
→ 3.6	3	5	2	6	3	3	-1	1
CC(Sc1nnnn1-c1ccccc1)C(=O)Nc1ccc(Cl)cn1 (stereo not given)
→ -1.1	-2	-2	2	0	0	-3	-8	-4
CC(=O)C[C@H](O)CC(=O)[C@@H]1OC(=O)CCCCCCCCc2ccccc21
→ .	.	0	.	18	-1	.	.	5
CC(C(=O)NC1CCCCC1)N1C(=O)C2C3C=CC(C3)C2C1=O (stereo not given)
→ 0.6	-1	1	2	3	5	6	4	6
N=C(c1ccc([N+](=O)[O-])cc1)N1CCCCC1
→ 1.7	3	1	1	5	-2	7	2	-2
COc1ccc(C(C)=O)cc1COC(=O)c1cc(C)nc2ccccc12
→ -1.0	4	5	-6	-1	2	4	-3	7
COc1ccc(OC)c(CN2CCN(c3ccccc3OC)CC2)c1
→ -0.2	5	24	1	0	-1	5	8	-1
CCSc1nnc(-c2ccccc2N=Cc2c(C)[nH]n(-c3ccccc3)c2=O)c(=O)[nH]1
→ -1.4	2	-1	7	-1	8	13	13	1
CCOC(=O)C1=C(Nc2ccc(OC)cc2)OCC1=O
→ 0.7	0	-6	3	5	4	10	3	0
CCOC(=O)c1cc2occc2n1CC(=O)NCCOC
→ -2.2	1	7	-2	4	-2	1	2	4
CCN(CC)C(=O)COc1c(-c2ccco2)oc2ccccc2c1=O
→ -2.5	-4	3	-3	-1	4	2	2	-3
Cc1ccc(S(=O)(=O)N2CCCc3cc(NC(=O)c4c(F)cccc4F)ccc32)cc1
→ -1.2	-12	-2	-14	-5	2	5	10	0
COc1ccc(S(=O)(=O)N(CC(=O)N2CCOCC2)c2ccc(F)cc2)cc1OC
→ -0.2	-7	-9	3	7	3	2	2	-1
CCOc1cc(CNCCc2ccc(S(N)(=O)=O)cc2)cc(Cl)c1OCc1ccccc1
→ -0.5	-6	0	-4	1	-1	0	-6	2

(list continues)
Fields: MEX-5 binding	PME-1 primary	pPAFAH FP inh	Fam108B inh	PAFAH1B2 FP inh	AHR activator	Bcl-xL primary	MCL1-BIM inh	GLD-1 RNA inh
C=CCn1c(Cc2c(C)[nH]c3ccccc23)nnc1SCC(=O)NCc1ccc(F)cc1
→ 2.8	-6	9	-8	1	8	-4	-11	-1
CC(=O)N1CC(C)Sc2ccc(S(=O)(=O)NCc3ccc(Cl)cc3)cc21 (stereo not given)
→ -1.7	4	5	3	9	5	9	5	7
CCc1ccccc1NC(=O)CN(c1cccc(OC)c1)S(C)(=O)=O
→ 1.7	5	5	1	-2	1	0	0	3
O=C(CSc1nc(=O)n2ccccc2n1)N1CCCCCC1
→ -0.2	7	7	3	7	-2	8	2	5
Cc1cccc(NC(=O)COC(=O)CCCC2=NS(=O)(=O)c3ccccc3N2)c1
→ -1.2	-1	3	-1	-2	1	3	0	3
COC(=O)c1cc(NC(=O)c2ccco2)ccc1N1CCOCC1
→ 2.1	-4	3	4	2	-1	2	-3	-3
CCCCN1Cc2cc(C(=O)c3cc(OC)ccc3O)cnc2NC1=O
→ 1.3	-4	3	1	0	7	6	-3	-1
COc1ccc(C2C(C(=O)Nc3ccccc3OC)=C(C)Nc3ncnn32)cc1 (stereo not given)
→ -3.5	0	2	-2	2	6	6	5	4
CCc1nc2ccccc2n1Cc1ccc(F)cc1
→ -0.9	-13	2	6	1	-1	4	5	8
COc1ccc(CCC(=O)OCC(=O)c2ccc(C)cc2)cc1
→ 3.0	2	5	1	2	3	-5	-15	4
COc1ccc2cc(C3(C)NC(=O)N(CC(=O)NCCC4=CCCCC4)C3=O)ccc2c1 (stereo not given)
→ -1.8	5	2	-1	3	3	-2	-2	2
O=Cc1ccc(OCCCOc2cccc3cccnc23)cc1
→ 0.5	0	0	0	0	0	0	1	12
Cc1cc(C)n(Cc2cnc(N3CCOCC3)s2)n1
→ 2.1	-8	0	1	5	0	2	-1	9
O=c1[nH]n(-c2ccccc2)c(=O)c2ccccc12
→ .	-9	-13	-1	1	-2	3	-2	-2
Cc1nc(C)c(C(=O)C2=C(O)C(=O)N(CCN(C)C)C2c2ccco2)s1 (stereo not given)
→ -1.5	-1	-3	0	1	1	2	7	-1
C/C(=C\C(=O)Nc1cc(C)on1)c1ccccc1
→ -3.1	-4	4	4	-1	-10	6	5	2
CCOC(=O)N1CCN(C(=O)c2ccccc2CCc2ccccc2)CC1
→ 1.0	0	6	3	1	-1	4	8	-3
O=C1CC(c2ccccc2)=Nc2ccccc2N1
→ -3.9	-10	-6	-2	1	75*	6	2	-12
Cc1ccc(C)c(NC(NC(=O)c2ccccn2)C(Cl)(Cl)Cl)c1 (stereo not given)
→ -0.6	-2	0	-1	-2	-1	5	1	6
CSc1ccccc1NC(=O)CN(C)CC(=O)Nc1cccc(Br)c1
→ 0.7	4	-2	-2	1	3	1	0	2

Source: PubChem (several laboratories)
